CHRM4 agonist = CHRM4 agonism in calcium assay. CHO-K1 hM4/Gqi5, Fluo-8 calcium fluorescence; vehicle 0%, full acetylcholine response 100%. actives 0.14% (n = 360,000). activation, % at 3 µM. P08173;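 active means activation above the run mean over all test wells plus 3 SD, cut at about 32% in these data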;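 further: peak over basal fluorescence ratio per well then scaled between controls; 0% = DMSO wells and 100% = acetylcholine at EC100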
Target sequence (P08173 whole entry, looked up): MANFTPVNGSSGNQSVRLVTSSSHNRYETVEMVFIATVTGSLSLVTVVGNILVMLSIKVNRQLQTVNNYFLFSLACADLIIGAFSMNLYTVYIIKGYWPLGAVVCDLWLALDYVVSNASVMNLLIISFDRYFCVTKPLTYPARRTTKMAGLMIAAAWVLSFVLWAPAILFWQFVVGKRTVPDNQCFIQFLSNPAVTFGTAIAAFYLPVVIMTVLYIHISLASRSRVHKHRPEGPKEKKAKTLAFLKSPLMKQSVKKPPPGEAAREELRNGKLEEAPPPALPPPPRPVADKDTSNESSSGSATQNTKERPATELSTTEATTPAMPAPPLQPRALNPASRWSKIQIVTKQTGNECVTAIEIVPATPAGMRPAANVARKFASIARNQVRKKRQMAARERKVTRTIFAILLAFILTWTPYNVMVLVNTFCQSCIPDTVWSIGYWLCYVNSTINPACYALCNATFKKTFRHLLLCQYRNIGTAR
M5 antag = antagonists of human muscarinic M5 receptor (CHRM5); P08912; CHO-hM5 cells, Fluo-8 calcium fluorescence, ACh EC80; inhibition, % at 3 µM; actives 0.59% (n = 360,000); AID 624040;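 active means inhibition above a per-plate cutoff, the mean of that plate's test compounds plus 3 SD, cut at about 27% in these data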;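 further: 0% = acetylcholine EC80 with DMSO and 100% = DMSO without agonist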
M5 PAM = potentiates acetylcholine response at human M5 receptor | activation, % at 3 µM | AID 624038 | CHO-K1 hM5, Fluo-8 calcium, ACh EC20 PAM; 0% = ACh EC20, 100% = ACh EC100 | actives 0.3% (n = 360,000) | P08912;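 active means activation above the run cutoff, the mean activation of all test compounds plus 3 SD, cut at about 18% in these data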
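Test system: CHO-K1 hM5 cells / Doses: single-point, 3 µM nominal / Times: Post-acetylcholine fluorescence recording 140 s / Technique: Fluo-8 calcium fluorescence / Measure: Max/basal fluorescence ratio as % of EC20–EC100 ACh window / Benchmarks: low control EC20 acetylcholine (0%), high control EC100 acetylcholine (100%) / Replicates: one well per compound, no replicates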
M4 PAM = CHRM4 positive allosteric modulation; P08173; CHO-K1 hM4/Gqi5, Fluo-8 calcium fluorescence, ACh EC20; 0% = ACh EC20, 100% = maximal ACh; activation, % at 3 µM; actives 0.4% (n = 360,000); AID 624126;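 active means activation above its plate's cutoff, the mean activation of sample wells plus 3 SD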; further: some results filed as inactive read as strong as hits
CHRM1 PAM = positive allosteric modulators of human M1 muscarinic receptor; activation, % at 3 µM; P11229; actives 0.088% (n = 360,000); CHO-K1 hM1, Fluo-8 calcium fluorescence, ACh EC20; 0% = ACh EC20, 100% = maximal ACh; in the data active means activation above about 19%, passing the limit was not always enough
Target sequence (P11229 whole entry, looked up): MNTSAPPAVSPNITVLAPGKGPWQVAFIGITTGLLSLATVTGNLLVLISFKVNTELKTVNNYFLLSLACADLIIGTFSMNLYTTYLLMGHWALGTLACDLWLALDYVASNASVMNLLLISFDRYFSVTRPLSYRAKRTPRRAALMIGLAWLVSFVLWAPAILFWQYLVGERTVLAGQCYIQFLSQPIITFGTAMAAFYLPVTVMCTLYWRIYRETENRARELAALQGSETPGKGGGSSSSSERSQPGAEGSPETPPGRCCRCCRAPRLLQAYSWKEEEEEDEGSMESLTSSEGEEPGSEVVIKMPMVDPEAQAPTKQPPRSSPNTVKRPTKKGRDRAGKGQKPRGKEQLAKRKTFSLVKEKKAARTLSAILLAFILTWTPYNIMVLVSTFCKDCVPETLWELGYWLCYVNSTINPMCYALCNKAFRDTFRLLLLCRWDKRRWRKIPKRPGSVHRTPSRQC
M4 antag = antagonists of human muscarinic M4 receptor (CHRM4) | actives 0.73% (n = 360,000) | inhibition, % at 3 µM | CHO-hM4 cells, ACh EC80, Fluo-8 calcium fluorescence;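 active means inhibition above its plate's cutoff, the mean inhibition of sample wells plus 3 SD, cut at about 27% in these data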;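 further: 0% = acetylcholine EC80 with DMSO and 100% = DMSO without agonist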
CHRM1 antagonist = human CHRM1 antagonism. actives 1.3% (n = 360,000). AID 588852. inhibition, % at 3 µM. CHO-K1 hM1, Fluo-8 calcium fluorescence, ACh EC80 antagonist;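 active means percent inhibition above its own plate's cutoff, namely the mean of that plate's compound wells plus 3 SD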;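 further: peak over basal fluorescence ratio during 140 s after agonist addition; 0% = ACh EC80 plus DMSO and 100% = DMSO alone without agonist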
CRFR2-BP ag = agonists of human CRF-binding protein/CRF-R2 receptor complex | HEK293 CRF-R2/CRF-BP, calcium dye fluorescence (FLIPR); percent of saturating CRF peptide response | activation, % at 13.2 µM | actives 0.46% (n = 350,000) | AID 588473;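 active means activation of at least 50%, plus an integration ratio under a set limit after plate pattern correction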;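 further: plate controls were neutral control wells without compound for no effect and CRF at EC100 for full effect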
M5 ag = CHRM5 agonism in calcium assay. CHO-K1 hM5 cells, Fluo-8 calcium fluorescence; 0% DMSO wells, 100% maximal acetylcholine response. activation, % at 3 µM. actives 0.19% (n = 360,000). AID 624037;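 active means activation above the run's mean over test compounds plus 3 SD, cut at about 23% in these data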;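 further: signal is peak over basal fluorescence ratio across the kinetic read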
The depositor's hits bear a star; / = no result given; & = joins results of further samples.

SMILES | CHRM4 agonist | M5 antag | M5 PAM | M4 PAM | CHRM1 PAM | M4 antag | CHRM1 antagonist | CRFR2-BP ag | M5 ag
CC(C)NC(=O)NC(=O)CSc1nnc(-c2c[nH]c3ccccc23)o1 | 2 | 4 | 1 | 10 | 14 | -1 | -17 | -0.7 | -4
O=C(Cn1c(=O)n(-c2ccc(F)cc2)c(=O)c2sccc21)NC1CCCCC1 | 1 | 4 | -3 | 0 | 3 | 11 | 7 | -0.4 | -1
CN(C(=O)CSc1nnnn1-c1ccc(O)cc1)C1CCCCC1 | 1 | 4 | -1 | 6 | 6 | -11 | -8 | -3.6 | 4
O=C(COC(=O)c1cc(Br)ccc1O)Nc1cccnc1Cl | 2 | 3 | 2 | -1 | 5 | -3 | -9 | -0.5 | 2
CCCCOc1ccc(S(=O)(=O)Nc2cccnc2)cc1 | 13 | 19 | -15 | -1 | -17 | 5 | 27 | -1.4 | 9
C=CCN=c1scc(-c2ccccc2)n1/N=C/c1ccccn1 | 3&1 | -10&2 | 3&0 | 0&0 | 2&-9 | -6&3 | -19&2 | 1.5&1.6 | -3&-4
O=C(O)c1ccccc1SCC(=O)N1CCOCC1 | 1 | 2 | -1 | -3 | 1 | 5 | 4 | -2.3 | -1
CCCCOc1ccc(CSCCN)cc1Cl | 13 | 4 | -1 | 2 | 8 | 15 | -8 | 1.1 | 7
CCOc1ccc(CCNC(=O)C2CC(C)=CCC2C(=O)O)cc1OCC (stereo unspecified) | 1 | -3 | 2 | 2 | 13 | -2 | -12 | -2.8 | -4
CCOc1cccc(/C(O)=C2/C(=O)C(=O)N(CCN3CCOCC3)C2c2cccnc2)c1 (stereo unspecified) | 0 | -6 | -4 | 14 | 7 | -10 | -15 | -1.4 | -3
O=C(NNC(=O)c1ccc(-c2ccccc2)cc1)c1ccccc1 | 1 | 0 | 0 | 5 | 6 | 4 | -10 | -1.3 | -3
Cc1ccc(C(=O)C(NC(=O)c2ccco2)N2CCOCC2)cc1 (stereo unspecified) | 4 | -4 | 4 | 9 | 8 | 2 | -18 | 1.8 | 1
O=C(C(=NNc1ccccc1)C(=S)Nc1ccccc1)c1ccccc1 | 0 | -4 | 2 | -3 | 5 | -4 | -6 | / | 3
Fc1cccc(/C=N/Nc2ccc3ccccc3n2)c1 | 1 | -5 | -1 | 10 | 2 | -10 | -8 | -1.2 | -5
CC(NC(=O)Nc1ccccc1)c1ccccc1 (stereo unspecified) | 1 | 7 | 4 | -3 | 0 | 2 | -2 | -1.0 | -5
Cc1cc(C(=O)N2CCCC2)n[nH]1 | 0 | 7 | 1 | 3 | 4 | -5 | -8 | 1.2 | -4
O=C1C(=O)N(CCCn2ccnc2)C(c2cccc(Br)c2)/C1=C(\O)c1ccc2c(c1)OCCO2 (stereo unspecified) | 0 | -4 | 4 | 4 | 3 | -4 | -5 | 1.2 | -4
COCCNc1nc(NCc2ccccc2OC)c2sccc2n1 | 14 | 4 | -10 | -1 | -1 | -16 | -5 | / | 2
Cc1ccccc1S(=O)(=O)N1C[C@H]2CON(C)[C@H]2C[C@H]1c1cccc(Oc2ccccc2)c1 | 7 | -15 | -5 | -13 | -8 | -4 | 8 | 6.0 | 4
C/C(=N\NC(=O)c1cccc([N+](=O)[O-])c1)c1cccs1 | 0 | 7 | -2 | -10 | 2 | -1 | 4 | -1.2 | 2
CCc1ccccc1NC(=S)N(CCN(C)C)C(C)c1ccco1 (stereo unspecified) | 1 | 7 | -1 | 13 | 11 | -6 | -20 | 1.5 | -7
O=C(c1ccccc1F)N1CCN(Cc2nc3sc4c(c3c(=O)[nH]2)CCCC4)CC1 | 6 | 3 | 2 | -1 | 4 | -2 | -6 | 0.0 | 0
CC(C)c1csc(CN2CCC(N3CCC(C(=O)NCC4CCCO4)CC3)CC2)n1 (stereo unspecified) | 1 | 4 | 1 | 1 | 8 | -3 | -3 | -1.8 | -4
Cc1ccn2c(=O)nc(SCC(=O)Nc3ccc4c(c3)OCCO4)nc2c1 | 1 | -1 | 1 | 2 | 6 | -9 | -7 | -0.5 | 0
CCOC(=O)N1CCC(NC(=O)c2cc(C(=O)Nc3ccc(S(=O)(=O)N4CCOCC4)cc3)ccc2CO)CC1 | 2 | 3 | 5 | 5 | 8 | -4 | -7 | -2.3 | -2
Cc1ccc(C(=O)N2CCN(C)CC2)cc1S(=O)(=O)N1CCCCCC1 | 2 | -2 | 5 | 8 | 5 | -3 | -7 | -0.6 | -5
CCN1/C(=C2\C(=O)N(C)C(=S)N2C)C=Cc2ccccc21 | 2 | 5 | -3 | -3 | -5 | -2 | 8 | -2.6 | 1
Cc1nc(-c2ccc(Cl)cc2)sc1C1(C)CC(c2cccc(Cl)c2)=NO1 (stereo unspecified) | 0 | 8 | 5 | 9 | 7 | -7 | -15 | 1.1 | 2
O=C(Nc1ccc(-c2nc3ccccc3o2)cc1)c1ccc(N2CCOCC2)c([N+](=O)[O-])c1 | 1 | 3 | -4 | 8 | 4 | 4 | -10 | 12 | 2
O=C(O)c1cn2c3c(ccc(Cl)c3c1=O)OCC2 | 1 | 4 | 6 | 6 | 26* | -20 | -28 | 1.2 | -2
COc1cccc(NC(=O)c2ccc(NCCCN3CCC(C)CC3)c([N+](=O)[O-])c2)c1 | 1 | 9 | 2 | -5 | -3 | 4 | 4 | -1.1 | -4
Cc1ccc(S(=O)(=O)N(C)C)cc1NC(=O)COC(=O)Cc1cccs1 | 1 | 10 | 3 | 3 | 4 | -3 | -9 | -1.0 | -2
O=C1OCCN1c1ccccc1 | 1 | 11 | -1 | -1 | -7 | 0 | 21 | -1.8 | 3
CCOc1ccc2nc(SCC(=O)c3ccc(Cl)s3)sc2c1 | 1 | 3 | 3 | 21 | 1 | -1 | -10 | 0.2 | 1
COc1ccc(CNn2c(-c3ccccc3F)nc3ccccc3c2=O)cc1OC | 5 | 17 | -12 | -8 | -2 | 4 | 1 | -3.9 | 1
CSc1cccc(CNC(=O)C2CCC(=O)N(Cc3cccc(C(F)(F)F)c3)C2)c1 (stereo unspecified) | 5 | 11 | -8 | -3 | -6 | -3 | 9 | 0.7 | -3
Cc1ccccc1CSCC(=O)NCc1ccco1 | 1 | -7 | 2 | 4 | 12 | -8 | -5 | 0.3 | 2
O=C(CN1C(=O)/C(=C/c2ccco2)SC1=S)Nc1ccc(C(=O)O)c(O)c1 | 12 | 3 | -6 | -3 | 2 | -4 | 3 | -0.3 | 4
CO/N=C/NC(=O)c1ccc([N+](=O)[O-])c(CS(=O)(=O)c2ccc(Cl)cc2)c1 | 1 | -3 | -3 | 3 | 0 | -15 | -9 | -1.4 | -2
CCn1c(N)nc2c1c(=O)n(C)c(=O)n2C | 1 | 0 | -2 | 0 | 8 | -13 | -13 | 2.9 | 2
COc1ccc(/C=N/NC(=O)c2ccccc2O)cc1CN1CCOCC1 | 0 | 17 | -3 | -9 | 6 | 6 | -9 | -1.8 | -2
COc1ccccc1N1CCN(C(=O)c2ccc(CSc3ccccc3)cc2)CC1 | 5 | 5 | -9 | -5 | -5 | 8 | 15 | -1.7 | -4
OC(CN1CCN(Cc2ccccc2)CC1)c1ccc(F)cc1 (stereo unspecified) | 1 | 8 | -9 | -4 | 2 | -1 | -3 | 3.2 | -7
Cc1cc2oc(=O)sc2cc1NS(=O)(=O)c1ccccc1 | 1 | -4 | 3 | 2 | -2 | -5 | 2 | -0.3 | -2
CC1CCCC(C)N1C(=O)c1ccccc1Nc1ccc(SC(F)F)cc1 (stereo unspecified) | -1 | -6 | 22* | -2 | 1 | -7 | 5 | 4.0 | -6
Cn1c(C(=O)OCC(=O)NCC2CCCO2)cc2sccc21 (stereo unspecified) | 8 | 1 | -5 | 7 | 17 | -9 | -17 | -1.0 | 3
CCOC(=O)N1CCN(CC(=O)Nc2cc(C)nn2-c2nc3ccccc3s2)CC1 | 0 | -1 | -1 | 4 | 8 | -9 | -11 | -0.5 | 0
O=c1[nH][nH]c(=O)c2nc(Nc3ccccc3)ncc12 | 1 | 2 | 0 | 11 | -2 | -2 | 0 | -2.9 | 3
CCCCCn1c(SCC(=O)c2ccccc2)nc2cc(C(=O)NCC3CCCO3)ccc2c1=O (stereo unspecified) | 1 | 5 | 4 | 7 | 7 | -10 | -11 | -2.0 | 1
COc1ccccc1N1CCN(C(=O)N2CCOCC2)CC1 | 0 | 2 | 0 | 7 | -1 | 2 | -7 | 3.2 | -1
O=C1CSCC(=O)N1c1ncc(C(F)(F)F)cc1Cl | 1 | 4 | 4 | 10 | 14 | 11 | 0 | 0.7 | 2
CCCCC(CC)CNC(=O)c1cccs1 (stereo unspecified) | -2 | -1 | -2 | -5 | 0 | 5 | -1 | -1.3 | 0
O=C(C(NS(=O)(=O)c1cccc2nsnc12)c1ccccc1)N1CCN(c2ccccc2)CC1 (stereo unspecified) | 9 | 3 | -5 | 5 | 4 | -4 | -14 | 1.0 | 0

In another format: results already given
| CHRM4 agonist | M5 antag | M5 PAM | M4 PAM | CHRM1 PAM | M4 antag | CHRM1 antagonist | CRFR2-BP ag | M5 ag | SMILES |
| --- | --- | --- | --- | --- | --- | --- | --- | --- | --- |
| 5 | 5 | -9 | -5 | -5 | 8 | 15 | -1.7 | -4 | COc1ccccc1N1CCN(C(=O)c2ccc(CSc3ccccc3)cc2)CC1 |
| 1 | 8 | -9 | -4 | 2 | -1 | -3 | 3.2 | -7 | OC(CN1CCN(Cc2ccccc2)CC1)c1ccc(F)cc1 (stereo unspecified) |
| 1 | -4 | 3 | 2 | -2 | -5 | 2 | -0.3 | -2 | Cc1cc2oc(=O)sc2cc1NS(=O)(=O)c1ccccc1 |
| -1 | -6 | 22* | -2 | 1 | -7 | 5 | 4.0 | -6 | CC1CCCC(C)N1C(=O)c1ccccc1Nc1ccc(SC(F)F)cc1 (stereo unspecified) |
| 8 | 1 | -5 | 7 | 17 | -9 | -17 | -1.0 | 3 | Cn1c(C(=O)OCC(=O)NCC2CCCO2)cc2sccc21 (stereo unspecified) |
| 0 | -1 | -1 | 4 | 8 | -9 | -11 | -0.5 | 0 | CCOC(=O)N1CCN(CC(=O)Nc2cc(C)nn2-c2nc3ccccc3s2)CC1 |
| 1 | 2 | 0 | 11 | -2 | -2 | 0 | -2.9 | 3 | O=c1[nH][nH]c(=O)c2nc(Nc3ccccc3)ncc12 |
| 1 | 5 | 4 | 7 | 7 | -10 | -11 | -2.0 | 1 | CCCCCn1c(SCC(=O)c2ccccc2)nc2cc(C(=O)NCC3CCCO3)ccc2c1=O (stereo unspecified) |
| 0 | 2 | 0 | 7 | -1 | 2 | -7 | 3.2 | -1 | COc1ccccc1N1CCN(C(=O)N2CCOCC2)CC1 |
| 1 | 4 | 4 | 10 | 14 | 11 | 0 | 0.7 | 2 | O=C1CSCC(=O)N1c1ncc(C(F)(F)F)cc1Cl |
| -2 | -1 | -2 | -5 | 0 | 5 | -1 | -1.3 | 0 | CCCCC(CC)CNC(=O)c1cccs1 (stereo unspecified) |
| 9 | 3 | -5 | 5 | 4 | -4 | -14 | 1.0 | 0 | O=C(C(NS(=O)(=O)c1cccc2nsnc12)c1ccccc1)N1CCN(c2ccccc2)CC1 (stereo unspecified) |

From PubChem
